P. falciparum M1AAP: P. falciparum M1AAP inhibitors, biochemical, fluorogenic H-Leu-NHMec substrate, 1536-well (AID 1445). recombinant M1AAP, H-Leu-NHMec fluorogenic kinetic assay; higher % means a stronger effect. hit rate 0.42% among 220,000. inhibition, % at 30 µM, or IC50 in µM where a hit was titrated;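 active = primary inhibition above the hit cutoff, then over 50% inhibition at one or more dose response concentrations, cut at about 23% in these data, passing the limit was not always enough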;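 also: plate controls were DMSO full reaction for no effect and no enzyme background for full effect; strong numbers were not always called active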
PMI inhibition: human PMI inhibitors, high substrate, primary screen, biochemical, fluorescence intensity, high mannose 6-phosphate (AID 1220). recombinant PMI enzyme, coupled fluorescence intensity; higher % means a stronger effect. one-dose inhibition, % at 20 µM; IC50 in µM for titrated hits. hit rate 0.66% among 190,000; in the data active = inhibition above about 50%
Siah-1 displacement: blockers of Siah-1 interaction with plectin peptide – biochemical, fluorescence polarization, rhodamine-plectin, uHTS, primary screen (AID 1817); Siah-1 / rhodamine-plectin peptide fluorescence polarization; higher % means a stronger effect; displacement, % at 20 µM; hits with a dose series show IC50 in µM; hit rate 0.02% among 290,000;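 active = displacement of at least 50% at 20 µM, with a fluorescence ratio check between 0.3 and a set limit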;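 also: plate controls were Siah plus tracer with DMSO for no effect and tracer alone without Siah for full effect; strong numbers were not always called active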
M17LAP inhibition: P. falciparum M17LAP inhibitors, primary screen, biochemical, fluorogenic H-Leu-NHMec substrate, 1536-well (AID 1619) | one-dose inhibition, % at 30 µM; IC50 in µM for titrated hits | recombinant M17LAP, H-Leu-NHMec fluorogenic kinetic assay; higher % means a stronger effect | hit rate 0.38% among 220,000;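 active = compound inhibiting the enzyme by more than half at any dose during confirmatory dose-response retesting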;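 also: plate controls were full reaction with DMSO carrier for no effect and no enzyme background for full effect; strong numbers were not always called active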
XIAP displacement: XIAP antagonists, biochemical, IAP family, fluorescence polarization (AID 1018). XIAP BIR domain, fluorescence polarization peptide displacement; higher % means a stronger effect. displacement, % at 20 µM; hits with a dose series show IC50 in µM. hit rate 0.007% among 200,000; in the data active = displacement above about 50%; also: a part of the inactive calls stands beside numbers as strong as those of hits
Salmonella PhoP GFP: PhoP-dependent GFP reporter repression – Salmonella Typhimurium, primary screen (AID 1863). inhibition, % at 50 µM; hits with a dose series show IC50 in µM. S. Typhimurium PhoP-regulated promoter GFP reporter, 4 h; higher % means a stronger effect. hit rate 0.16% among 300,000;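 active = inhibition over 29.93%, a cutoff 3 SD above the screen mean, later confirmed by dose response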;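 also: 0% = low Mg2+ inducing control and 100% = high Mg2+ repressing control; strong numbers were not always called active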
ER stress rescue: protection against thapsigargin-triggered cell killing – 384-well, CSM14.1, ATP luminescence, primary screen (AID 1222); cellular ATP content (survival), % at 20 µM; hits with a dose series show EC50 in µM; 190,000 tested, under 10 active; CSM14.1 thapsigargin-induced death rescue, ATP luminescence; higher % means a stronger effect;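 active = EC50 below 50 µM in the dose-response confirmation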;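 also: death triggered by thapsigargin at about 15 µM added after 2 h compound pretreatment; cell ATP read after overnight thapsigargin exposure of roughly 18 to 22 hours; normalized against plate controls of thapsigargin alone and 5% DMSO vehicle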
West Nile virus CPE: inhibition of WNV-induced cytopathic effect – cell-based, CPE readout (AID 1621). West Nile virus-infected cells, CPE inhibition; higher % means a stronger effect. CPE inhibition, % at 10 µM; hits with a dose series show IC50 in µM. hit rate 0.02% among 290,000; in the data active = a potency from the dose series; also: strong numbers were not always called active
Yfh1-off respiration: enhancers of respiration in Yfh1-depleted yeast, dose response, Friedreich's ataxia, plus single-dose screen (AID 1465); S. cerevisiae Yfh1-off respiration, WST-1 reduction, 72 h; higher fold induction means a stronger effect; one-dose fold induction at 50 µM; EC50 in µM for titrated hits; hit rate 0.074% among 220,000;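 active = fold induction of absorbance versus untreated yeast above a set limit, then at least 30% activation at any dose in follow-up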;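 also: activators that raise dye reduction in frataxin-depleted yeast; strong numbers were not always called active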
* marks the source's active call; other numbers are inactive results; i = inactive; x = no result given.

The first 2 compounds, to show the layout:
SMILES | P. falciparum M1AAP | PMI inhibition | Siah-1 displacement | M17LAP inhibition | XIAP displacement | Salmonella PhoP GFP | ER stress rescue | West Nile virus CPE | Yfh1-off respiration
CCCCCCc1cc2cc(C(=O)Nc3ccccc3)c(=O)oc2cc1O | 15.2% | -1.5% | 6.7% | 16.4% | -4.3% | -8.5% | -1.8% | -0.5% | i
Cc1ccc(C(=O)OCC(=O)c2ccc[nH]2)s1 | 3.4% | -8.6% | -2.7% | 16.5% | -8.9% | -0.6% | 1.1% | x | i

Results, previewed entries included:
SMILES | P. falciparum M1AAP | PMI inhibition | Siah-1 displacement | M17LAP inhibition | XIAP displacement | Salmonella PhoP GFP | ER stress rescue | West Nile virus CPE | Yfh1-off respiration
CCCCCCc1cc2cc(C(=O)Nc3ccccc3)c(=O)oc2cc1O | 15.2% | -1.5% | 6.7% | 16.4% | -4.3% | -8.5% | -1.8% | -0.5% | i
Cc1ccc(C(=O)OCC(=O)c2ccc[nH]2)s1 | 3.4% | -8.6% | -2.7% | 16.5% | -8.9% | -0.6% | 1.1% | x | i
CC1CCCC(C)N1C(=O)CSc1nnc(C2CCCCC2)o1 (stereo unspecified) | -6.4% | -5.5% | -2.8% | 1.3% | -11.4% | 6.1% | -1.3% | -0.7% | x
CCOc1ccc(N2C(=O)CC(NCc3ccc(F)cc3)C2=O)cc1 (stereo unspecified) | 9.4% | 6.9% | 2.9% | 6.3% | -5.8% | -1.4% | -3.4% | 0.4% | i
O=C(CCCc1nc2ccccc2s1)NCc1cccnc1 | 3.0% | -10.3% | 6.0% | 7.8% | -5.4% | 2.8% | 1.3% | -1.2% | i
O=C(NC1CCCCC1)C(c1ccccc1)N1CCc2ccccc21 (stereo unspecified) | 5.0% | 2.9% | -5.3% | 16.6% | -4.2% | -7.0% | 5.7% | -0.5% | i
Cn1cnnc1Sc1cc(N2CCN(S(=O)(=O)c3ccc4ccccc4c3)CC2)ccc1[N+](=O)[O-] | 8.9% | 18.4% | 8.7% | -6.8% | -6.9% | 3.6% | 3.9% | x | x
COc1ccc(OC)c2c1sc(=NC(=O)C1CC1)n2C | 2.2% | x | 5.2% | -11.5% | x | -5.1% | x | -0.3% | i
Clc1nc(-c2ccccc2)cc(-c2ccccc2)n1 | -5.4% | 6.6% | -2.0% | 0.2% | -11.2% | 14.8% | 0.1% | -0.2% | i
O=S(=O)(Nc1ccc(Cl)nn1)c1ccccc1 | -14.1% | 3.5% | 7.5% | 6.6% | -2.7% | -6.7% | 1.4% | 1.8% | i
CC(=O)Nc1cc(C(=O)OCC(=O)c2ccc(Cl)cc2Cl)ccc1C | 1.6% | -1.6% | 9.5% | 5.8% | -0.3% | -2.3% | 3.2% | -0.4% | i
COc1cc(C)c(-c2cc(C(=O)O)c(C)o2)cc1C(C)C | -0.4% | 2.1% | -7.3% | -3.6% | -6.0% | -11.6% | x | 0.1% | i
Cc1ccc(C)n1CCN1CCN(C(=O)CSc2nc3ccccc3nc2N2CCOCC2)CC1 | 18.4% | 5.9% | 2.8% | 6.6% | -2.5% | -1.6% | -1.2% | -0.1% | i
COc1ccccc1N1CCN(C(=O)CSc2nc3ncnc(N)c3[nH]2)CC1 | 5.5% | -12.7% | 0.6% | -22.9% | -4.0% | -15.2% | -2.2% | 0.0% | i
CCCc1cc(=O)[nH]c(SCC(=O)OCc2ccccc2)n1 | 5.5% | -4.0% | -1.7% | 1.7% | -2.5% | -14.5% | 1.8% | -0.2% | i
CC(=O)Nc1ccc(OCC(O)Cn2ccnc2)cc1 (stereo unspecified) | 2.2% | x | 4.5% | -0.3% | -1.9% | -8.0% | -0.5% | 0.1% | i
CC(C)CCN1C(=O)c2ccc(C(=O)NCC3CCCO3)cc2C1=O (stereo unspecified) | 12.8% | 2.1% | -3.0% | 14.6% | -5.0% | -3.2% | -2.2% | 0.1% | i
COc1ccccc1OCC(=O)Nc1nc(-c2ccc(S(=O)(=O)N3CCOCC3)cc2)cs1 | -2.6% | x | x | 10.5% | x | 1.4% | x | 0.4% | i
CC(C)C(NS(=O)(=O)c1cc(C(=O)O)ccc1Cl)C(=O)O (stereo unspecified) | -1.7% | 4.5% | 1.8% | 1.8% | -4.4% | -1.7% | -2.0% | -0.1% | i
CCOc1ccc(S(=O)(=O)N(C)c2ccc(OCC(=O)NC3=NCCS3)cc2)cc1 | -2.7% | 2.4% | 3.2% | 0.5% | -0.9% | 5.0% | 0.1% | -0.8% | i
Cc1ccc(C)c(NC(=O)COC(=O)CCC(=O)c2cccs2)c1 | 0.5% | -7.6% | 5.6% | -3.3% | -6.4% | 6.9% | x | 0.1% | i
Cc1ccc(C)c(CSc2nnc(C)c(=O)n2N)c1 | 8.4% | -5.9% | 1.9% | 2.6% | -1.1% | 7.0% | -0.3% | -0.9% | i
Cc1ccc(S(=O)(=O)N(C)C)cc1NC(=O)Nc1c(-c2ccccc2)noc1C | 12.9µM* | x | 14.1% | 17.4% | x | -3.7% | x | -0.4% | i
CC1=C(C(=O)N2CCOCC2)C(c2c(F)cccc2F)NC(=O)N1 (stereo unspecified) | -3.8% | 4.5% | -2.0% | -6.1% | -5.9% | 8.2% | 1.5% | 0.8% | i
CCNc1nnc(-c2ccncc2)s1 | 2.5% | 13.4% | 7.4% | -181.1% | -4.6% | 10.2% | -1.3% | 0.7% | i
CC(=O)c1cccc(NC(=O)COc2ccccc2C(=O)c2cc(C#N)c(=O)n(C3CCCCC3)c2)c1 | 7.7% | 22.9% | -0.3% | -5.5% | -12.0% | 1.8% | -4.0% | 0.0% | i
Cc1ccc(CN(C(=O)Cn2nnc3ccccc32)C(C(=O)NCc2ccco2)c2cccs2)cc1 (stereo unspecified) | 3.0% | 11.2% | 1.1% | -4.7% | -7.1% | 3.1% | -0.2% | 0.6% | i
COC(=O)c1sccc1NC(=O)CSc1ccccc1NS(=O)(=O)c1ccc(Br)cc1 | 7.0% | 5.7% | -2.4% | -1.7% | 3.1% | 11.5% | -1.2% | -0.6% | i
CCOC(=O)c1cnn(-c2ccc(C)cc2)c1N | -1.1% | -0.1% | 0.6% | 8.6% | -0.5% | 4.0% | -0.3% | 0.4% | i
COc1ccc(F)cc1S(=O)(=O)NC(Cc1ccccc1)C(N)=O (stereo unspecified) | 7.0% | -6.2% | -0.8% | -1.1% | 1.6% | -1.2% | -2.2% | x | x
CCOn1c(SC(C)C)nc2ccccc2c1=O | -4.2% | 12.2% | 2.2% | 1.6% | -2.3% | -3.4% | 1.8% | -0.1% | i
COC(=O)c1ccc(S(=O)(=O)N2CCCCC2)o1 | 7.2% | 9.0% | 0.9% | 0.5% | -3.4% | -10.8% | -1.1% | 1.0% | i
CCOC(=O)c1[nH]cnc1C(=O)NC1CCCCC1 | 9.1% | 1.6% | -7.4% | -6.8% | -2.0% | 3.0% | 1.4% | 1.4% | i
COc1ccc(C(=O)O/N=C(\N)c2ccncc2)cc1OC | -2.2% | -2.4% | 9.3% | -4.0% | -9.2% | 4.4% | -1.7% | -0.1% | i
COc1ccc(CNC(=O)C2(C)Cc3ccccc3C(=O)O2)cc1 (stereo unspecified) | 1.6% | -2.8% | 2.2% | -2.6% | -1.1% | -10.3% | -0.8% | -0.8% | i
CCOC(=O)c1c(NS(=O)(=O)Cc2ccccc2)sc2c1CCCC2 | 9.0% | -7.9% | -1.4% | 5.3% | -5.1% | -17.9% | 1.8% | 1.0% | i
CCc1nc(NC(C)(C)C)c2cnn(-c3ccccc3)c2n1 | -0.5% | x | -0.8% | 2.8% | x | 2.4% | x | -0.1% | i
O=C1CCC(CCC(=O)N2CCCC(C(=O)c3cccc(C(F)(F)F)c3)C2)=NN1 (stereo unspecified) | -3.3% | 4.5% | 1.4% | 4.2% | -2.6% | -5.1% | 1.6% | 0.0% | i
CC(C)(C)c1ccc(NC(=O)Nc2ccc(OCC(=O)N3CCOCC3)cc2)cc1 | 13.0% | 2.3% | 2.0% | 4.5% | -0.6% | -5.8% | -11.3% | 0.7% | i
COc1ccccc1CNC(=O)c1cccc(S(=O)(=O)N2CCN(C)CC2)c1 | 6.7% | -2.8% | 13.3% | -1.4% | -3.2% | 2.9% | 0.0% | -0.3% | i
O=C(NCCc1ccc(Cl)cc1)C1CCN(S(=O)(=O)N2CCC3(CC2)OCCO3)CC1 | 5.8% | 3.0% | 4.0% | 4.7% | -25.0% | -0.3% | -1.0% | -0.7% | i
CC1(C)Cc2ccccc2-c2nnc(-c3ccccc3)n21 | 2.3% | 14.8% | -0.4% | 11.9% | -5.0% | 9.4% | 3.8% | 0.0% | i
CCc1noc2c1/C(=N\O)CC(c1ccccc1)C2 (stereo unspecified) | 0.7% | 14.3% | -2.0% | -0.7% | 2.6% | 3.1% | -0.1% | -0.3% | i
C=CCSc1ncc(C(=O)OCC)c(N)n1 | 10.8% | 0.9% | 11.0% | 2.5% | -1.7% | -4.8% | -0.2% | 0.0% | i
CC(=O)c1c(C)[nH]c(C(=O)OCC(=O)Nc2ccc(Cl)cc2[N+](=O)[O-])c1C | 3.7% | 12.9% | 7.6% | -3.8% | -3.8% | 4.3% | -0.6% | -1.0% | i
Cc1ccc(Cl)cc1NC(=O)C1CCCN(S(=O)(=O)c2c(C)noc2C)C1 (stereo unspecified) | -1.0% | 50.2%* | -2.4% | 3.9% | -2.1% | 3.3% | -1.2% | -0.2% | i
O=C(Nc1ccc2c(c1)OCO2)c1cccc(S(=O)(=O)N2CCCC2)c1 | 4.7% | 13.7% | 2.2% | 6.2% | -7.8% | 1.4% | x | -0.2% | i
CC(C)C(c1nnnn1CC1CCCO1)N1CCN(Cc2ccc3c(c2)OCO3)CC1 (stereo unspecified) | 0.6% | 5.9% | -1.3% | 14.9% | -8.4% | -5.3% | x | -0.3% | i
O=C(NC1CCCC1)c1ccc(COCC(F)(F)C(F)F)o1 | 0.6% | 5.5% | 1.0% | 3.1% | -2.8% | 0.1% | 0.9% | -0.3% | i
O=C(O/N=C\c1ccc(N2CCCCC2)c([N+](=O)[O-])c1)c1ccc(Cl)cc1Cl | 7.9% | 6.7% | 0.8% | 9.2% | -47.6% | -2.7% | -0.5% | x | x
CCN(CC)c1ccc([N+](=O)[O-])cc1C(=O)O | 0.4% | -14.7% | -0.4% | 20.3% | -6.6% | -2.7% | -2.6% | 0.5% | i
C=CCN1C(=O)C(C)(C)Nc2ccccc21 | -3.1% | 3.0% | 2.9% | 0.1% | -2.4% | -9.0% | -2.3% | 0.5% | i
c1coc(CNc2c3c(nc4ncnn24)CCC3)c1 | 15.9% | -3.8% | -3.4% | -0.8% | -1.1% | 0.9% | -1.2% | 0.5% | i

High-throughput results (PubChem)
